Compound activity (PubChem)
BLM inh – Bloom syndrome helicase (human) inhibition | P54132 | recombinant BLM DNA unwinding, fluorescence dequenching | Potency, µM (highest dose often 56.1 µM), for the others: top-dose activity change, negative = inhibition, actives largely listed as inhibitors | 0.2% of 350,000 active | AID 2528;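 further: plate controls were vehicle for no effect and no enzyme for full effect; nearly all actives have a fitted effect of over 35% in size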
G9a inh – blocks human histone lysine methyltransferase G9a. Q96KQ7. G9a H3K9 monomethylation, AlphaScreen, 2 h. Potency, µM (series often up to 102 µM), for the others: at the top dose activity, negative = inhibition, actives largely listed as inhibitors. 8.8% of 350,000 active; further: on the % scale 0 is the no-effect control and ±100 the full control effect; nearly all actives have a fitted effect of over 75% in size
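G9a (20 nM) preincubated 15 min RT with compounds, then 500 nM biotinylated H3K9 peptide and 20 uM SAM added; 2 h RT reaction. Monomethyl-H3K9 product detected by AlphaScreen with anti-H3K9me1 antibody, streptavidin donor and anti-rabbit IgG acceptor beads.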
Pol kappa inh – blocks human DNA polymerase kappa activity; purified Pol kappa, fluorescent DNA synthesis assay, 10 min; Potency, µM (top dose mostly 107 µM), without a hit: at the highest dose activity, negative = inhibition, hits mostly inhibitors; 0.53% of 400,000 active; AID 588579; further: on the % scale 0 is the no-effect control and ±100 the full control effect
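Kinetic fluorescence screen: compound preincubated 15 min RT with 10 nM enzyme; 50 nM substrate (final) initiates; reads at 0/10 min.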
BAZ2B inh – BAZ2B (human) inhibition. AlphaScreen BAZ2B-H3K14Ac peptide displacement. Potency, µM (titrated, usually from 114 µM), for the others: at the top dose activity change, negative = inhibition, actives largely listed as inhibitors. 4.4% of 360,000 active. AID 504333; further: on the % scale 0 is the no-effect control and ±100 the full control effect; nearly all actives have a fitted effect of over 60% in size
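In this displacement format the biotinylated H3(5-23) peptide acetylated at Lys14 serves as ligand at 50 nM, with BAZ2B at 50 nM in PBS pH 7.4 containing 0.01% Tween-20. Donor and acceptor beads are 10 ug/mL final.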
JMJD2A Tudor inh – inhibitors of human JMJD2A Tudor domain. 4.4% of 390,000 active. O75164. AlphaScreen JMJD2A-Tudor / H3K4me3 peptide binding. Potency, µM (titrated, usually from 114 µM), for the others: at the highest dose activity change, negative = inhibition, actives largely listed as inhibitors; further: on the % scale 0 is the no-effect control and ±100 the full control effect; nearly all actives have a fitted effect of over 50% in size
Target sequence (O75164 whole entry, looked up, the tested form may be a part): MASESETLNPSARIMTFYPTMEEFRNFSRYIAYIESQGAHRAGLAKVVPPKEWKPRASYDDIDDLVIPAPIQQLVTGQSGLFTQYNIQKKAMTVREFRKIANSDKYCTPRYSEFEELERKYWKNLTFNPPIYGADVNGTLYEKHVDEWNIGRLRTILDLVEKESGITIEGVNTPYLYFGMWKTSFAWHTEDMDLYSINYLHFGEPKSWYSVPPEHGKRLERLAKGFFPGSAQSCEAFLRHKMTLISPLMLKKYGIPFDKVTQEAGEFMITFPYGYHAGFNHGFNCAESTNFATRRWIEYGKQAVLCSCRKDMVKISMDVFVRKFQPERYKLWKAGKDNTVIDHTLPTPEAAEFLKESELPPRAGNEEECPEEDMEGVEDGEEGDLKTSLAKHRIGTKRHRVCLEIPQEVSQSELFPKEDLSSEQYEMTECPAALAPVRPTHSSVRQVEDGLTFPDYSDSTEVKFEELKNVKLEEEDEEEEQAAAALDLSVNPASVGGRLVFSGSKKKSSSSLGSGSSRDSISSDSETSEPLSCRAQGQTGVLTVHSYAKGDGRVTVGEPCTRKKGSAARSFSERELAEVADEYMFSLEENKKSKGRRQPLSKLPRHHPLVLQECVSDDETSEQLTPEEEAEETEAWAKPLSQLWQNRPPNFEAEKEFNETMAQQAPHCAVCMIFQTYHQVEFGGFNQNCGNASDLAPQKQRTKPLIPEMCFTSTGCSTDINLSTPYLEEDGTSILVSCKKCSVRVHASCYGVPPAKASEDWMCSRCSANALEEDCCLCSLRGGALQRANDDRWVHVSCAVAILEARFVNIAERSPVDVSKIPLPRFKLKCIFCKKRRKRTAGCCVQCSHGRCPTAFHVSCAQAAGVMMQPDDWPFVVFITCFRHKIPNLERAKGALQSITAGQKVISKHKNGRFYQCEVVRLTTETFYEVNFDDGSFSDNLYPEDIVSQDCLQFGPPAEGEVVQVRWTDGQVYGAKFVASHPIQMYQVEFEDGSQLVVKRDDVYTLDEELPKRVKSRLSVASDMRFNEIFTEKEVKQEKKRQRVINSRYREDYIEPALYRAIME
Pol iota inh – inhibitors of human DNA polymerase iota | Q9UNA4 | Potency, µM (series often up to 115 µM), for the others: at the highest dose activity, negative = inhibition, actives largely listed as inhibitors | Pol iota fluorescent replication assay, 10 min | AID 588590 | 1% of 390,000 active
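Pol iota at 10 nM preincubated 15 min with compounds at room temperature; reaction started with fluorescent substrate, 50 nM final. Fluorescence read kinetically at 0 and 10 min; buffer-only wells as negative control.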
POLB inh – blocks human DNA polymerase beta activity. Pol beta primer extension/strand displacement, fluorescence kinetic. P06746. 1.3% of 340,000 active. Potency, µM (titrated, usually from 114 µM), inactives show at the top dose activity change, negative = inhibition, hits mostly inhibitors; further: on the % scale 0 is the no-effect control and ±100 the full control effect
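Preincubation: enzyme (10 nM) with compound, 15 min, RT. Reaction: substrate added to 50 nM final. Reads: 0 and 10 min. Analysis: normalized, Hill fit.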
Pol eta inh – inhibitors of human DNA polymerase eta. Potency, µM (top dose mostly 114 µM), for inactives: at the highest dose activity change, negative = inhibition, hits mostly inhibitors. 1.2% of 390,000 active. Q9Y253. recombinant Pol eta, fluorescent DNA replication assay. AID 588591; further: on the % scale 0 is the no-effect control and ±100 the full control effect
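Pol eta at 10 nM preincubated with compounds 15 min at room temperature; reaction started with fluorescent substrate (50 nM final) and read kinetically at 0 and 10 min.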
APE1 inh – APE1 (human) endonuclease inhibition; P27695; recombinant APE1, TAMRA/BHQ-2 abasic DNA cleavage fluorescence; 0.35% of 350,000 active; Potency, µM (doses to about 65.8 µM), for inactives: at the highest dose activity change, negative = inhibition, actives largely listed as inhibitors; AID 2517;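 further: plate controls were vehicle for no effect and reference inhibitor for full effect; nearly all actives have a fitted effect of over 55% in size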
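Step 1: APE1 (0.75 nM) with compound, 15 min RT. Step 2: add 50 nM fluorophore/quencher THF duplex. Step 3: three fluorescence reads 60 s apart (525/598 nm); read 3 minus read 1 = reaction progress.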
The depositor's hits bear a star; ? = inconclusive; / = no result given; & = joins results of further samples; [ ] = remark or other dose. The call rests on the fitted dose curve; in most records, active means well fitted curve in the direction sought with a large enough effect; inconclusive means small, poorly fitted or top-dose-only effect, or another doubt; inactive means no such curve, though single readings can be large; an effect the other way counts as inactive or inconclusive. Potency means the concentration at half of the fitted maximal effect.

The line under a structure holds: BLM inh | G9a inh | Pol kappa inh | BAZ2B inh | JMJD2A Tudor inh | Pol iota inh | POLB inh | Pol eta inh | APE1 inh
> COc1cccc2c1Oc1ncccc1N(C(=O)Nc1cccc(Cl)c1)C2
    -5% | 7%[59 µM] | -3% | 4%[57.1 µM] | 3% | 2% | -11% | -13% | /
> CCOC(=O)c1ccc2nc(CCC(=O)N[C@H](C(=O)OC)C(C)C)c(=O)n(CC)c2c1
    -8% | 6% | -11% | -9% | -16% | 34%[activator] | 3% | 3% | -4%
> CCOCCn1c(CN2CCN(c3ccc(F)cc3)CC2)nc2c1c(=O)n(C)c(=O)n2C
    -3% | 5%[59 µM] | -6% | 0% | -7% | -1% | 33% | -13% | 13%
> CCCc1cc(=O)n2[nH]c(-c3ccc(C)cc3)cc2n1
    -3% | -36% | -13% | -3% | -11% | 0% | 55% | 4% | 13%
> O=C(c1ccccc1)N(Cc1ccc(F)cc1)C1CCS(=O)(=O)C1 (stereo not given)
    -1% | 3%[59 µM] | -24% | -18% | -18% | 13% | 3% | -1% | 0%
> COc1ccc(CNC(=O)CCSCc2ccccc2Cl)c(OC)c1
    -1% | 16%[59 µM] | -17% | 6% | -11% | 6% | -9% | -14% | 10%
> O=C1CNC(=O)/C1=C\c1ccc(O)cc1
    1% | ? | 3% | 3% | -1% | -15% | 2% | ? | -3%
> O=C(COc1ccccc1)NC(=S)Nc1cccc(NC(=O)c2ccccc2Cl)c1
    -2% | -11% | 0% | 5% | -30% | 1% | 2%[57.1 µM] | -16% | -5%
> CCN(CC(=O)NCc1ccc(F)cc1)Cc1nc2ccccc2c(=O)[nH]1
    2% | -8% | -8% | 10% | -8%[57.1 µM] | 7% | 7% | -2% | 0%
> Cc1ccc2nc(COc3ccccc3NC(=O)COc3ccccc3Cl)cc(=O)n2c1
    -4% | 10%[59 µM] | -12%[60.1 µM] | 10% | -8% | ? | 5% | -10% | /
> Cc1cccn2c(=O)c(C(=O)NC(C)c3ccccc3)c(O)nc12 (stereo not given)
    -3% | -28%[59 µM] | -10% | 5% | -16% | -9% | 9% | 4% | /
> CCC(=O)c1cc(F)ccc1OCC(=O)Nc1ccc2c(c1)OCCO2
    / | -6%[12.7 µM] | -6% | 8% | -6% | -5% | / | 1% | 4%
> Cc1cc(C)c(NC(=O)CSc2ccc(-c3cccnc3)nn2)c(C)c1
    -11% | 25% | -5% | -2% | -20% | 5% | 27% | -2% | -15%
> Cn1c(-[n+]2c(-c3ccccc3)cc(-c3ccccc3)cc2-c2ccccc2)nc2c([N+](=O)[O-])cccc21
    -5% | 10µM* | -12% | -29% | -29% | 24% | 3% | -7% | -10%
> COc1ccc(CC(=O)NC(C)c2ccc(S(N)(=O)=O)cc2)cc1S(=O)(=O)N1CCOCC1 (stereo not given)
    -5% | 65%[activator] | -9% | -13% | -2% | 24% | 24% | -20% | 9%
> CCOC(=O)c1cccnc1NC(=O)c1ccncc1
    3% | 8%[59 µM] | -8% | 4% | -2% | 58%[activator] | -1% | -19% | 2%
> CCN(CC)CC(=O)N1CCCC(N2CCN(c3cccc(C(F)(F)F)c3)CC2)C1 (stereo not given)
    5% | / | 10% | 10% | -22% | 5% | 2% | -11% | -4%
> O=C(Cn1cnc2cc([N+](=O)[O-])ccc2c1=O)NCCc1ccc(Cl)cc1
    -3% | 0% | 0% | -1% | -3% | 88%[activator] | -16% | -25% | 0%
> CCCC(=O)N(c1ccc(OCC)cc1)C1C=CS(=O)(=O)C1 (stereo not given)
    -1% | 6%[12.7 µM] | 8% | 6% | -18% | 27% | 13% | -11% | 0%
> CCc1ccccc1-n1c(SCC(=O)Nc2ccc3c(c2)OCCO3)nc2[nH]ncc2c1=O
    -10% | ? | -5% | -37% | ? | 2% | 29% | -2% | -7%
> COCCNC(=O)C1CCN(S(=O)(=O)N2CCC3(CC2)OCCO3)CC1
    -1% | 12%[12.7 µM] | 6% | 1% | -17% | ? | 44% | 5% | 4%
> COc1ccc(CNc2oc(-c3ccc(COc4ccc(Cl)cc4)o3)nc2C#N)cc1
    -3% | -33%[59 µM] | 6% | ? | -33% | 34%[activator] | -16% | -17% | /
> CCc1ccc(S(=O)(=O)N2c3ccc(C)cc3C3CN(C)CCC32)cc1 (stereo not given)
    / | -6%[59 µM] | -10% | -6% | -28% | -11% | / | -10% | 9%
> CNS(=O)(=O)c1cc(C(=O)NCc2ccco2)ccc1Cl
    -2% | ? | -7% | 8% | -19% | -4% | 14% | -5% | 1%
> O=C(Nc1cccc(S(=O)(=O)N2CCCC2)c1)c1cccc(OC(F)F)c1
    / | -36% | -2% | -9% | -10% | 27% | / | -22% | -22%
> O=C(c1ccc2c(c1)N(Cc1ccccc1)C(=O)c1ccccc1S2(=O)=O)N1CCCCCC1
    -8% | -8%[59 µM] | -6% | -18% | -16% | 11% | 2% | / | /
> OCCn1c(SCCOc2ccccc2F)nc2ccccc21
    -1% | -17%[59 µM] | -7% | 4% | -12% | 7% | -9% | -13% | -1%
> COc1ccc(CCC(=O)NCCc2ccc(Cl)cc2)cc1
    0% | 24% | 2% | 12% | 12% | 27% | -11% | -12% | -12%
> CC(=O)OCC(=O)[C@@]1(O)CCC2C3CCC4=CC(=O)CC[C@@]4(C)[C@]3(F)C(O)C[C@]21C (stereo not given in full)
    6% | -26%[2.33 µM] | -7%[60.1 µM] | / | / | / | / | / | -2%
> CC(=O)N1CCC(O)(c2ccc3c(c2)OCO3)CC1
    1% | 16% | 5% | -8% | -6% | 33% | 9% | -7% | 9%
> COc1ccc(-c2nc(SCC(=O)NC3CCCC3)c(-c3ccc(F)cc3)[nH]2)cc1OC
    -6% | ? | 3% | ? | ? | -2% | 5% | -2% | /
> COc1ccc([C@H]2Cc3cc(O)cc(O)c3C(=O)O2)cc1O
    / | / | -7% | / | -13% | ? | / | -5% | -5%
> CC1CCN(S(=O)(=O)c2ccc(Cl)cc2)CC1
    -2% | 13%[59 µM] | -19% | 48%[activator] | -4% | 8% | 37% | -7% | -2%
> CCN(CC)S(=O)(=O)c1ccc(C(=O)Oc2cc(C)[nH]c(=O)c2[N+](=O)[O-])cc1
    2% | ? | 6% | / | -13% | -6% | 1% | -14% | -1%
> O=S(=O)(Nc1ncccn1)c1ccc(F)cc1
    -2% | -6% | -6% | -4% | -6% | 106%[activator] | -22% | -9% | 6%
> O=C(COc1ccccc1[N+](=O)[O-])Nc1cc(Cl)ccc1C(=O)O
    0% | 5% | -20% | 0% | -22% | -16% | 16% | -3% | -3%
> CCCCOc1ccc(C(=O)NCC(=O)NCCCn2nc(C)cc2C)cc1
    / | 26%[12.7 µM] | 2% | 0% | -14% | 20% | / | -9% | -12%
> CCCn1c(N)c(C(=O)CSc2nnc(C3CC3)n2Cc2ccccc2)c(=O)n(C)c1=O
    / | 16%[2.33 µM] | -3% | 6% | -10% | 19% | / | -12% | 12%
> COc1cccc(-c2nnc3n2N=C(c2cc(OC)ccc2OC)CS3)c1
    2%&5% | / | -2% | -3% | -17% | 11% | 0% | -8% | 11%&16%
> COc1ccc(NC(=O)CSc2nnc(Cc3cccn3C)n2-c2ccc(OC)cc2)cc1
    -4% | 45µM* | 12% | 50µM* | -20% | 12% | -27% | -23% | -4%
> Cc1cccc(C(=O)NCC(=O)NC(C)c2ccc(-n3ccnc3)cc2)c1 (stereo not given)
    / | 2% | -16% | -19% | -14% | 25% | / | -6% | 12%
> O=C(Nc1ccccc1C(F)(F)F)c1ccc2oc(=O)c(S(=O)(=O)c3ccc(F)cc3)cc2c1
    -3% | 5%[59 µM] | -6% | -4% | -5% | 1% | 1% | -2% | /
> CC(C)Cn1cc(C(=O)NC2CCN(Cc3ccccc3)CC2)c2c3ccccc3n(C)c2c1=O
    0% | -29%[59 µM] | / | 6% | / | / | 22% | / | -1%
> C=CCNC(=O)c1onc(CSc2ccc(Cl)cc2)c1C(=O)O
    -3% | 8%[0.0925 µM] | 9% | ? | -6% | -13% | 18% | -11% | 15%
> COC(=O)C(NC(=O)CCC(=O)NC(C(=O)OC)c1ccccc1)c1ccccc1 (stereo not given)
    0% | -21% | 3% | -19% | -8% | 27% | 29% | -3% | 1%

Quoted at random: 4 records from the list.
The line under a structure holds: BLM inh | G9a inh | Pol kappa inh | BAZ2B inh | JMJD2A Tudor inh | Pol iota inh | POLB inh | Pol eta inh | APE1 inh
> COc1cccc(-c2nnc3n2N=C(c2cc(OC)ccc2OC)CS3)c1
    2%&5% | / | -2% | -3% | -17% | 11% | 0% | -8% | 11%&16%
> O=S(=O)(Nc1ncccn1)c1ccc(F)cc1
    -2% | -6% | -6% | -4% | -6% | 106%[activator] | -22% | -9% | 6%
> COc1ccc([C@H]2Cc3cc(O)cc(O)c3C(=O)O2)cc1O
    / | / | -7% | / | -13% | ? | / | -5% | -5%
> COC(=O)C(NC(=O)CCC(=O)NC(C(=O)OC)c1ccccc1)c1ccccc1 (stereo not given)
    0% | -21% | 3% | -19% | -8% | 27% | 29% | -3% | 1%

Continued.
The line under a structure holds: BLM inh | G9a inh | Pol kappa inh | BAZ2B inh | JMJD2A Tudor inh | Pol iota inh | POLB inh | Pol eta inh | APE1 inh
> CCOC(=O)NC(NC(=S)Nc1ccccc1OC)C(Cl)(Cl)Cl (stereo not given)
    -5% | ? | -14% | -21% | -18%[57.1 µM] | 3% | -1% | -12% | 7%
> S=C(NCCN1CCOCC1)Nc1ccc(Cl)cc1Cl
    0% | 2%[59 µM] | -8% | -2% | -1% | 41%[activator] | 27% | -23% | -1%
> COc1cccc(C(=O)Nc2cccc(NC(=O)c3ccccc3Cl)c2)c1
    -9% | -5% | -3% | -7% | -19% | -17% | 3% | -11% | 23%
> CCOc1ccc(-n2c(O)c(/C=N/NC(=O)C3COc4ccccc4O3)c3ccccc3c2=O)cc1 (stereo not given)
    -4% | 12%[59 µM] | -12% | -30% | -33% | ? | 0% | ? | 0%
> COc1ccc(C(=O)n2cnnc2N)cc1
    -1% | ? | -8% | -9% | -10% | 10% | 0% | 0% | -1%
> COc1ccc(Cc2nnc(NC(=O)c3c(-c4ccccc4)noc3C)s2)cc1OC
    -2% | 40µM* | / | -7% | / | / | 7% | / | 0%
> CCCCN(C(=O)CSc1nnc(Nc2ccccc2)s1)c1c(N)n(CCC)c(=O)[nH]c1=O
    -2% | 40µM* | -9% | -5% | -13% | -6% | -6% | -11% | -3%

Only part of the results is shown, so the mix of outcomes need not match the whole.
